# Screening data deposited in PubChem BioAssay by several laboratories.
# FAK inh – inhibitors of human focal adhesion kinase | AID 727 | biochemical FAK kinase activity assay | actives 0.84% (n = 97,000) | inhibition, %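 (tested at 7 µM)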; in the data active = inhibition above about 19%;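 note: 0% = DMSO and 100% = reference compound high control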
# PLK1 kinase inh – inhibitors of human PLK1 kinase; recombinant PLK1 kinase, TR-FRET peptide phosphorylation; inhibition, % at 10 µM; P53350; AID 619; actives 0.53% (n = 97,000);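 active = inhibition of 50% or more in the single-concentration screen; inactive = inhibition below 50%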;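 note: 0% = DMSO max control and 100% = H-89 dihydrochloride min control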
# ERa SRC1 inh – ER-alpha (human) coactivator binding inhibition. P03372. TR-FRET ER-alpha LBD / SRC-1 peptide, estradiol-bound. inhibition, % at 25.6 µM. actives 1.7% (n = 86,000); in the data active = inhibition above about 50%;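 note: 0% = receptor plus peptide control and 100% = peptide only without receptor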
# Target sequence (P03372 whole entry, looked up, the tested form may be a part): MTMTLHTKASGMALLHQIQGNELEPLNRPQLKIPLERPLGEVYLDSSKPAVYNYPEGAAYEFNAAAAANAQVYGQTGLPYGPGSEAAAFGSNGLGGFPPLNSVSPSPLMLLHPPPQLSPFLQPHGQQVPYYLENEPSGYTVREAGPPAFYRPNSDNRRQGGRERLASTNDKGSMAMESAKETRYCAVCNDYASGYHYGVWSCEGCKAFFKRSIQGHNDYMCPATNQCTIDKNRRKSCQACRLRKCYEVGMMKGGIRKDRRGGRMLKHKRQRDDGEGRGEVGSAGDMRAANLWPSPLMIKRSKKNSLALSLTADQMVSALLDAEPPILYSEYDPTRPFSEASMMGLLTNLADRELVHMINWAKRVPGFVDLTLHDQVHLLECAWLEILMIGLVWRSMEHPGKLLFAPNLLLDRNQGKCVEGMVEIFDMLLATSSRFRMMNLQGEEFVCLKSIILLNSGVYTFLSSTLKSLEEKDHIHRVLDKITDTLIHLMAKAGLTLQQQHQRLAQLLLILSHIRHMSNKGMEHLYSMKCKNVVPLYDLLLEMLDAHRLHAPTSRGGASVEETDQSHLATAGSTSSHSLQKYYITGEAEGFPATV
# ERa coact pot – enhances coactivator binding to human estrogen receptor alpha. P03372. TR-FRET ERalpha-LBD/SRC-Cy5 coactivator binding, 2 h; 100 = basal binding, no effect. coactivator binding (% of control), % at 25.6 µM. actives 1.3% (n = 86,000). AID 639; in the data active = activity above about 200%;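 note: binding measured in presence of low estradiol as agonist stimulus; 0% = peptide alone without receptor and 100% = receptor with peptide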
# Rev-RRE block – inhibitors of HIV-1 Rev-RRE RNA interaction; Rev peptide-RRE RNA binding, FRET; inhibition, % at 8 µM; actives 0.79% (n = 97,000);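 active = inhibition above the screen-wide mean plus 3 SD, cut at about 35% in these data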;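 note: 0% = median DMSO wells and 100% = median Neomycin B control wells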
# Target sequence (P05866 whole entry, looked up): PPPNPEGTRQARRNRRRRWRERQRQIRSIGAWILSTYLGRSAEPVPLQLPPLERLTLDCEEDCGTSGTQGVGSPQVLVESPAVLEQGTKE
#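 Test system: Cy5-tagged RRE RNA duplex with fluorescein-tagged Rev peptide; Probe or stimulus: labelled Rev peptide; Schedule: 5 min preincubation and 15 min binding, 25 °C; Signal: FRET fluorescence readout; Evaluation: % inhibition from 671/540 nm acceptor-to-donor ratio, scaled between controls; Control set: DMSO and neomycin B.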
# CD11b adhes enh – CD11b/CD18-fibrinogen binding enhancement. P05107+P11215. activation, % at 10 µM. AID 1499. actives 0.07% (n = 93,000). K562 CD11b/CD18 adhesion to fibrinogen, ATPlite luminescence;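 active = 10 µM primary screen giving 50% or more activity, confirmed by 40% or more on retest at that dose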; note: strong numbers were not always called active
# Plk1 PBD FP – inhibitors of human Plk1 polo box domain binding; Plk1 PBD phosphopeptide binding, fluorescence polarization; inhibition, %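 (tested at about 20 µM)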; actives 0.13% (n = 97,000); in the data active = inhibition above about 34%, passing the limit was not always enough
# CD11b adhes inh – blocks human CD11b/CD18 adhesion to fibrinogen; P05107+P11215; AID 1497; inhibition, % at 10 µM; K562 CD11b/CD18 adhesion to fibrinogen, ATPlite luminescence; Mn2+ added to activate the integrin; actives 0.54% (n = 93,000);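 active = primary inhibition of 50% or more at 10 µM, then 40% or more on retest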; note: some results filed as inactive read as strong as hits
# ERb coact inh – ER-beta (human) coactivator binding inhibition | Q92731 | TR-FRET ER-beta LBD / SRC1-Cy5 peptide binding; receptor agonist-loaded with 1 µM estradiol | inhibition, % at 25.6 µM | actives 1.3% (n = 86,000);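 active = compounds whose percent inhibition of the receptor-coactivator binding signal exceeds about 50% in the single-dose screen, limit read from the data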;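 note: 0% = receptor plus peptide wells without compound and 100% = peptide-only wells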
# Active calls of the source: *; · = no result given; [ ] = dose if it differs, or a comment.
# Values run as follows: FAK inh	PLK1 kinase inh	ERa SRC1 inh	ERa coact pot	Rev-RRE block	CD11b adhes enh	Plk1 PBD FP	CD11b adhes inh	ERb coact inh
C/C(=N\OC(=O)c1cccc(C(F)(F)F)c1)c1sc(-c2ccccc2)nc1C
 : 0	-1	·	·	10	19	-24	-1	·
COc1ccc(NC(=O)c2oc3ccccc3c2NC(=O)C2CC2)cc1
 : -3	-15	·	·	3	-1	8	-1	·
CCOC(=O)C1CCCN(S(=O)(=O)c2cc(OCC(=O)NC3CCCCC3)c(C)cc2Cl)C1 (stereo not drawn)
 : 3	-5	-7	122	-1	-2	-17	-6	-5
O=C(C1CCCN(Cc2ccccc2)C1)N1CCc2ccccc2C1 (stereo not drawn)
 : -1	-10	-3	100	7	-7	-11	-3	-19
COc1ccc(Cn2c(C)nc3oc4cc(OC)ccc4c(=O)c3c2=O)cc1
 : 9	-1	42	80	13	-3	11	1	23
COC(=O)Cn1c(=NC(=O)C(C)C)sc2c(C)cc(C)cc21
 : -8	-6	7[fluorescence artefact?]	91	5	-2	2	-20	25
O=C(Cc1cccs1)NCc1ccncc1
 : 7	-3	-1	118	10	-1	2	1	2
COc1ccc(/C=N/O)cc1COc1ccc(NC(C)=O)cc1
 : 3	1	-4	98	5	·	-28	·	-3[fluorescence artefact?]
Cc1ccc(C(=O)NC(=S)NCC2CCCO2)cc1 (stereo not drawn)
 : -2	-11	·	·	-4	·	-14	·	·
N#C/C(=C/Nc1ccccc1)c1ccsc1
 : 1	-6	-9	90[fluorescence artefact?]	6	-4	-11	5	6
COC(=O)c1sc(=S)n(-c2ccccc2OC)c1N
 : 3	-4	·	·	2	·	-11	·	·
Cc1ccccc1NS(=O)(=O)c1cc(C(=O)N2CCc3ccccc3C2)ccc1C
 : 5	-4	·	·	10	4	-8	20	·
C=C(C)C(=O)OC1(C(F)(F)F)Oc2cc(C)ccc2NC1=O (stereo not drawn)
 : -1	-10	0	79	5	-1	-24	-17	2
CCNC(=O)CN(C1CCCCC1)S(=O)(=O)c1ccc(F)cc1
 : -4	-8	-4	133[fluorescence artefact?]	2	6	-17	-7	-3
Cn1c(=O)n(C/C=C/c2ccccc2)c(=O)c2c1nc1n2CCCN1c1ccc(F)cc1
 : ·	·	15[fluorescence artefact?]	85[fluorescence artefact?]	·	-1	·	12	-8[fluorescence artefact?]
Cc1cc(C)n(-c2cc(Cl)cc(Cl)c2)c(=O)c1C#N
 : -1	-13	6	81	4	·	-15	·	1
O=C(NCCc1ccccc1)C1CCN(S(=O)(=O)c2cccnc2)CC1
 : -7	-28	58*[fluorescence artefact?]	114	-2	4	-9	-9	-3
Cc1ccc(C(=O)/C=C/Nc2ccc3c(c2)OCO3)cc1
 : 0	-7	·	·	-3	-5	18	64	·
CN(C)C(CNC(=O)NC1CCCCC1)c1cccnc1 (stereo not drawn)
 : -2	-14	0	126	1	·	32	·	-12
Cc1ccccc1NC(=O)C1CCCN(S(=O)(=O)c2cccc3cccnc23)C1 (stereo not drawn)
 : -11	-3	-5	96	4	-3	-6	0	-4
COc1ccc(C(=O)N2CCC(O)(c3ccc(F)cc3)CC2)cc1OC
 : 0	-3	15	81	2	2	16	5	18
Cc1noc(C)c1COC(=O)CCc1ccc(S(=O)(=O)N2CCCCC2)cc1
 : -2	-5	-3	113	3	-2	41	6	-9
CC(C)NC(=O)C1CCN(C(=O)c2cc3sccc3n2Cc2ccc(F)cc2)CC1
 : 7	-13	3[fluorescence artefact?]	107	7	-3	-2	-24	-9[fluorescence artefact?]
O=[N+]([O-])c1ccc(N2CCN(CCOc3nonc3-c3ccccc3)CC2)c(Cl)c1
 : -7	-7	·	·	10	·	-11	·	·
O=C(CSc1nnc(-c2cccnc2)n1Cc1ccco1)N1CCc2ccccc21
 : -4	-2	-18[fluorescence artefact?]	112	3	-2	-11	-2	4[fluorescence artefact?]
COCCNC(=O)CS(=O)(=O)Cc1nc(-c2ccc(C)cc2)oc1C
 : 3	67*	3	109	6	0	16	-6	-1
CCn1c(CNC(C)=O)nnc1SCC(=O)c1ccc(Br)cc1
 : -1	-14	0	108	1	0	-5	-5	-4[fluorescence artefact?]
COc1ccc(C(=O)COC(=O)C(CCCCN2C(=O)C3C4C=CC(C4)C3C2=O)N2C(=O)C3C4C=CC(C4)C3C2=O)cc1 (stereo not drawn)
 : 1	-7	0	97	-2	·	4	·	-2
O=C(O)c1ccc(C(=O)Nc2cccc(NC(=O)C3CCCO3)c2)cc1 (stereo not drawn)
 : -2	5	-4[fluorescence artefact?]	98	11	-3	-4	-16	2[fluorescence artefact?]
CCOC(=O)C1=C(c2ccccc2)N=C2SCC(=O)N2C1c1cccc(OC)c1 (stereo not drawn)
 : 0	-6	-1[fluorescence artefact?]	110	12	7	-10	2	7

# 3 entries out of the list, arranged by number of heavy atoms, descending.
# Values run as follows: FAK inh	PLK1 kinase inh	ERa SRC1 inh	ERa coact pot	Rev-RRE block	CD11b adhes enh	Plk1 PBD FP	CD11b adhes inh	ERb coact inh
COc1ccc(C(=O)COC(=O)C(CCCCN2C(=O)C3C4C=CC(C4)C3C2=O)N2C(=O)C3C4C=CC(C4)C3C2=O)cc1 (stereo not drawn)
 : 1	-7	0	97	-2	·	4	·	-2
Cc1noc(C)c1COC(=O)CCc1ccc(S(=O)(=O)N2CCCCC2)cc1
 : -2	-5	-3	113	3	-2	41	6	-9
CN(C)C(CNC(=O)NC1CCCCC1)c1cccnc1 (stereo not drawn)
 : -2	-14	0	126	1	·	32	·	-12

# Later entries
# Values run as follows: FAK inh	PLK1 kinase inh	ERa SRC1 inh	ERa coact pot	Rev-RRE block	CD11b adhes enh	Plk1 PBD FP	CD11b adhes inh	ERb coact inh
Fc1ccc(-c2ccnc3nc(N4CCOCC4)nn23)cc1
 : 0	-13	·	·	5	·	-22	·	·
c1csc(CNc2ncnc3nc[nH]c23)c1
 : ·	·	-2	128	·	2	·	-2	0
Cc1ccc(-n2c(-c3ccccc3)cc(=O)nc2C)cc1
 : -2	-1	-4	97	10	·	16	·	-15
CCOc1ccc(C2CC(c3ccc(Br)cc3)Nc3nc(N)nn32)cc1 (stereo not drawn)
 : -1	-11	9	96	4	·	-10	·	1
O=C(Nc1sc2c(c1-c1nc3ccccc3[nH]1)CCCC2)C1CC1
 : 9	-13	9	107	12	1	16	-9	2
CCS(=O)(=O)N1CCCC(C(=O)NCc2cccc(OC)c2)C1 (stereo not drawn)
 : 2	-5	-20	110	2	1	22	-30	-25[fluorescence artefact?]
COc1ccc(-c2nc3nc(C)cc(C)n3n2)cc1
 : 1	-21	-22	116	3	6	-2	-32	-16[fluorescence artefact?]
Cc1ccc(C(=O)CSc2nnc(-c3cccnc3)n2N)cc1
 : -1	-7	-1	79	-1	0	-20	-25	-8
CCCN(CCC)CCCNS(=O)(=O)c1cc(Br)cc2c1N(C(C)=O)CC2
 : 2	-10	0	128	2	22	12	11	3
Cc1ccc(S(=O)(=O)NCc2cn3ccsc3n2)c(C)c1
 : -5	-4	1[fluorescence artefact?]	128	8	-1	-7	12	1[fluorescence artefact?]
CCCSC1=C(C#N)C(c2ccccc2C)CC(=O)N1 (stereo not drawn)
 : 7	-5	-12	124	4	1	-7	7	-6
CN(CC(=O)N1CCCCCC1)S(=O)(=O)c1cccc2cccnc12
 : -4	-2	-7	108	6	4	-26	-4	-11
COc1ccc(C2=NOC3(CC(=O)N(c4ccc(F)cc4)C3=O)C2)c(OC)c1 (stereo not drawn)
 : -1	-2	-1	95	12	50	-5	-6	-4
COc1ccc(OC)c(NC(=O)CSc2nnc(CCCO)n2-c2ccccc2)c1
 : 0	-19	-2	112	0	6	9	-27	8
COc1ccc(CCNC(=O)c2cc(-c3ccc(C)cc3O)n[nH]2)cc1OC
 : 1	-7	0	101	5	7	4	16	-5
Cc1nc(N2CCN(C)CC2)c2c(C)c(C(=O)Nc3ccc(F)cc3)sc2n1
 : -1	-40	8	70	12	-5	-11	2	-3
Cn1c(=O)c2c(nc(Sc3ncccn3)n2Cc2ccc(Cl)cc2)n(C)c1=O
 : 0	-22	5[fluorescence artefact?]	110	2	-5	2	2	-4
O=c1[nH]c(SCc2ccccc2Cl)nc2c1CCCC2
 : -1	-17	-6	112	13	1	-15	13	3
O=C(Nc1cccc(NC(=O)N2CCN(c3ccccc3)CC2)c1)N1CCN(c2ccccc2)CC1
 : 4	-11	·	·	0	6	24	-2	·
CCc1ccc(-c2cc(C(F)(F)F)n3nc(C(=O)Nc4c(C)nn(Cc5ccc(F)cc5)c4C)cc3n2)s1
 : -4	-13	·	·	3	3	8	20	·
COCC(=O)n1nc(-c2ccc(Cl)cc2)nc1NCc1ccc(F)cc1
 : 2	-1	-6	66	11	8	1	11	-2
CCc1nnc(SCC(=O)Nc2ccccc2)nc1CC
 : 1	0	16	123	5	-6	11	-14	-4
CCc1ccc(C(=O)COC(=O)CNC(=O)c2ccc(N3C(=O)c4ccccc4C3=O)cc2)cc1
 : 6	-4	·	·	14	-3	-1	1	·
CCc1nccn1S(=O)(=O)c1cc(Br)ccc1OC
 : 3	-5	-1	91	0	-2	27	15	-6
CCOC(=O)c1c(C)[nH]c(C)c1C(=O)COC(=O)c1cccc(S(=O)(=O)NC)c1
 : -6	-14	-3	115	2	99	-13	-16	-5
COc1ccc(S(=O)(=O)NC(C)(C)C)cc1-c1nnc2c3ccccc3c(C)nn12
 : -2	-10	-1	104	8	-1	-22	-34	-1
CCCCc1c(O)nc(SCC(=O)NCC2CCCO2)[nH]c1=O (stereo not drawn)
 : ·	·	9	107	·	-3	·	-17	10[fluorescence artefact?]
COC(=O)CN(C)C1CC(=O)N(c2ccc(Cl)cc2)C1=O (stereo not drawn)
 : -1	-14	9	104	2	3	4	-3	6
CCOC(=O)c1ccc(-n2cncn2)nc1
 : 2	0	-3	94	7	-1	-22	0	10
CCCn1c(SCC(=O)Nc2ccc(OC)cc2)nnc1-c1ccncc1
 : -1	-9	·	·	7	-5	-16	6	·
Cc1nc2ccc(Cc3ccc4nc(C)[nH]c4c3)cc2[nH]1
 : 0	-7	-2	113	9	·	-6	·	1
Cc1cccc(C(=O)Nc2nnc(-c3ccc(C(C)(C)C)cc3)s2)c1
 : 7	-33	·	·	16	-1	0	0	·
CCc1ccc(NC(=O)c2ccc3c(c2)C(=O)N(Cc2ccco2)C3=O)cc1
 : ·	·	50	73	·	44	·	-13	32
Cc1ccc(NN2C(=O)C=C(c3ccc(Cl)cc3)C2=O)cc1
 : 0	0	-3	100	2	0	-13	-14	4
CS(=O)(=O)N(CC(=O)N1CCN(c2ccccc2F)CC1)c1cc(C(F)(F)F)ccc1Cl
 : -1	-9	-2	152	17	-4	3	-5	24[fluorescence artefact?]
CCOCCCNC(=O)C1CCCN1S(=O)(=O)c1ccc(Cl)cc1 (stereo not drawn)
 : -1	-4	0[fluorescence artefact?]	94	5	0	-6	2	-9
CCOC(=O)c1[nH]c2ccc(F)cc2c1NC(=O)c1cc(OC)c(OC)c(OC)c1
 : 2	-11	-2	93[fluorescence artefact?]	0	1	7	-12	-6
Cc1nc(NC(=O)CSc2nnc3ccccn23)c(Cl)cc1Cl
 : 0	-12	-2	96	-1	1	9	-3	-9
Cn1c(-c2cc3c(C(F)(F)F)nn(C)c3s2)n[nH]c1=S
 : 3	-7	·	·	-1	·	-6	·	·
CCCC(=O)OCC(=O)Nc1cc(C(C)(C)C)nn1-c1ccccc1
 : 3	-1	-5	99	-4	2	24	-5	-7
COc1cccc(OC)c1C(=O)N1CCN(S(=O)(=O)c2ccccc2)CC1
 : -1	-1	1	73	0	4	0	7	-7
CCCc1cc(=O)oc2cc(C)c(CN3CCCC3)c(O)c12
 : ·	·	42	102	·	2	·	-12	19
O=C(Nc1nccs1)c1nc(-c2ccccc2)n(-c2ccccc2)n1
 : 4	1	-5[fluorescence artefact?]	343*	13	-4	-2	-2	4[fluorescence artefact?]

# The order is random. About 4.7% of those tested had a hit in this group.
